High-throughput results as filed in PubChem.
Epigenetic mod – derepresses silenced GFP locus in mouse C127i cells; mouse C127i GFP locus derepression, cytometry, 30 h; Potency, µM (highest dose often 46.1 µM), without a hit: top-dose GFP derepression (activation); 0.09% of 68,000 active; AID 597; note: % of control where 0% means no effect
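Read-out is the number of GFP-positive cells, scored as fluorescent objects 20 to 120 um wide, reflecting derepression of a silenced CMV-GFP reporter in murine C127i cells after 30 h compound exposure at 37 C.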
Fluorescein autfl – fluorescein region autofluorescence. AID 593. max fluorescein-equivalent concentration, M. 0.91% of 59,000 active. Compound autofluorescence, 480/540 nm, fluorescein-equivalent; active compounds read high; in the data active = max fluorescein-equivalent concentration above about 10 nM; inconclusive = between about 1.1 nM and that limit
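Normalized response (dye-equivalent concentration) derives from comparing each well's 540 nm emission, under 480 nm excitation, with plate-resident fluorescein standards. Compounds were held in 100 mM Tris, pH 8.0, for 15 min at room temperature.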
CRE Fsk mod – CRE-bla signaling modulation under forskolin stimulation; Potency, µM (titrated, usually from 38.2 µM), inactives show top-dose activity change, negative = inhibition, most hits filed as activators; CHO CRE-bla reporter (cAMP response element driving beta-lactamase), forskolin EC10, beta-lactamase ratio; 2.5% of 71,000 active; active = well fitted activation curve with a large enough effect in the signal ratio, with a control signal flat, not every such curve was filed as active; inconclusive = small, poorly fitted or top-dose-only effect, or effect the other way, or a change in a side signal; the % refers to the signal ratio; note: potency is the fitted concentration of half-maximal effect; % of control where 0% means no effect
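AC50 values, positive or negative, reflect shifts in EC10 NKH 477-induced CRE-bla reporter activity in CHO cells. Incubation lasted 3 h at 37 °C before CCF4 substrate (2 h, room temperature) and ratiometric 460/530 nm reading.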
Luciferase inh – blocks Photinus pyralis firefly luciferase activity; Potency, µM (top dose mostly 57.1 µM), inactives show at the highest dose activity change, negative = inhibition, actives largely listed as inhibitors; AID 411; P08659; 2.2% of 72,000 active; purified firefly luciferase, luminescence, 8 min; note: potency is the fitted concentration of half-maximal effect; % is set by controls: 0 for no effect and ±100 for the full control effect; nearly all actives have a fitted effect of over 40% in size
Target sequence (P08659 whole entry, looked up): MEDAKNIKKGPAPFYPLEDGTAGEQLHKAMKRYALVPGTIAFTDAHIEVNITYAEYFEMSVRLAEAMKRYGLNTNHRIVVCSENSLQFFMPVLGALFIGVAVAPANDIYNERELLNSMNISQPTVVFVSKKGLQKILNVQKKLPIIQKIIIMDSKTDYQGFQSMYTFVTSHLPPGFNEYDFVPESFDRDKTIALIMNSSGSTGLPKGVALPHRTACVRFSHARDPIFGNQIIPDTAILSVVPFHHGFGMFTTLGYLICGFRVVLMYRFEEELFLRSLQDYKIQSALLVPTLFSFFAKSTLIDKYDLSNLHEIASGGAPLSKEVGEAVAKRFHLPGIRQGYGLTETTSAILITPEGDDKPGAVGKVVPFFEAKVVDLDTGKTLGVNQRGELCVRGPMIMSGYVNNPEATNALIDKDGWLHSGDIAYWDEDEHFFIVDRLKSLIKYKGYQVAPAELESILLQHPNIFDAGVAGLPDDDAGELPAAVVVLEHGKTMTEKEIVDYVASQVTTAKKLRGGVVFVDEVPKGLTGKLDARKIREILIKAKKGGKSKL
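Substrate buffer containing 10 uM ATP (pH 7.2 imidazole, Mg2+, KCl, detergent, BSA) is dispensed, compound pinned in, then luciferase/luciferin detector mix added. After 8 min at ambient temperature, light output is measured.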
UbGFP stabilizer – proteasome inhibitors stabilizing ubiquitin-GFP reporter. Ubiquitin-GFP reporter cells, proteasome inhibition, GFP fluorescence; response scale: untreated = 0%, 10 µM MG-132 = 100%. Potency, µM (top dose mostly 45.9 µM), for inactives: top-dose activation (GFP accumulation), usual class: activators. 67,000 tested, under 10 active. AID 526; active = well fitted activation curve with a large enough effect, not every such curve was filed as active; inconclusive = small, poorly fitted or top-dose-only effect, or another doubt; inactive = no such curve, though single readings can be large or run the other way; note: potency is the fitted concentration of half-maximal effect
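Proteasome blockade was scored as a rise in GFP-expressing U2OS cells carrying a ubiquitin(G76V)-GFP construct, imaged after 4 hr compound treatment at 37 °C across a 46 uM–2.9 nM series.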
A350 autofl – A350 region autofluorescence; Compound autofluorescence, 340/450 nm, Alexa 350 dye-equivalents; active compounds read high; max dye-equivalent concentration, M; 11% of 59,000 active; in the data active = max dye-equivalent concentration above about 10 nM; inconclusive = mostly about 1.1 nM to 9.6 nM
HBB splicing – hemoglobin beta splicing modulation; HBB splicing reporter cell assay, activation; EGFP reporter with mutant IVS2-654 intron; response scale: normalised to 500 nM splice-correcting PNA; Potency, µM (titrated, usually from 46.1 µM), for the others: at the top dose activation, usual class: activators; 0.06% of 65,000 active; note: potency is the fitted concentration of half-maximal effect; 0% is about no effect
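HeLa cells stably expressing EGFP interrupted by mutant beta-globin intron 2 (IVS2-654), 500/well in 2% FCS. Treated with compound for 2 days at 37C. Splicing correction scored as total well GFP intensity (488 nm excitation, 500-520 nm emission); 500 nM antisense PNA served as control.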
Hsp90 Hop PPI – changes Hsp90-Hop TPR2A binding signal, up or down. AlphaScreen TPR2A-His6 binding biotin-Hsp90 C-terminal peptide. Potency, µM (highest dose often 57 µM), inactives show top-dose activity change, negative = inhibition. 0.44% of 71,000 active. AID 595; active = well fitted curve in either direction with a large enough effect; inconclusive = small, poorly fitted or top-dose-only effect, or another doubt; note: potency is the fitted concentration of half-maximal effect; % is set by controls: 0 for no effect and ±100 for the full control effect; many of its hits are not listed in these tables
4MU fluor – compounds fluorescent in 4-MU spectral region. 11% of 59,000 active. max dye-equivalent concentration, M. AID 589. compound autofluorescence, 340/450 nm, 4-MU equivalents; active compounds read high; in the data active = max dye-equivalent concentration above about 10 nM; inconclusive = mostly about 1.1 nM to 9.6 nM
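Compounds in 100 mM Tris, pH 8.0, incubated 15 min at room temperature, then fluorescence read at 340 nm excitation/450 nm emission. Signal converted to 4-MU dye-equivalent concentration using an on-plate six-point 4-MU standard curve.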
TexasRed autofl – Texas Red region autofluorescence; AID 587; 0.06% of 59,000 active; Compound fluorescence, Texas Red channel, 547/618 nm; active compounds read high; max dye-equivalent concentration, M; in the data active = max dye-equivalent concentration above about 10 nM; inconclusive = between about 1.1 nM and that limit
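Dye-equivalent concentrations come from scaling compound signal (ex 547, em 618 nm) to six Texas Red standard concentrations run on every plate, after 15 min room-temperature incubation in pH 8.0 Tris (100 mM).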
ERK AVP block – vasopressin-driven ERK pathway inhibition. AID 995. 0.99% of 72,000 active. Potency, µM (titrated, usually from 57.5 µM), for the others: at the top dose activity, negative = inhibition, actives largely listed as inhibitors. HEK293-V1b, vasopressin-stimulated pERK AlphaScreen; note: potency is the fitted concentration of half-maximal effect; % is set by controls: 0 for no effect and ±100 for the full control effect; nearly all actives have a fitted effect of over 55% in size
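V1b-HEK293 cells; cpd 30 min 37C; 25 nM vasopressin 5 min; lyse 10 min; AlphaScreen beads 5 hr RT. Normalized to DMSO basal and 25 nM vasopressin; AC50 by Hill fit.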
Starred values were filed as active, the others as inactive; i = inactive; u = inconclusive; x = no result given; [ ] = another dose, or the depositor's remark. Unless noted, calls come from the whole dose curve; as a rule, active = well fitted curve in the direction sought with a large enough effect; inconclusive = small, poorly fitted or top-dose-only effect, or another doubt; inactive = no such curve, though single readings can be large; an effect the other way counts as inactive or inconclusive.

SMILES	Epigenetic mod	Fluorescein autfl	CRE Fsk mod	Luciferase inh	UbGFP stabilizer	A350 autofl	HBB splicing	Hsp90 Hop PPI	4MU fluor	TexasRed autofl	ERK AVP block
Oc1ccccc1-c1cc(C(F)(F)F)[nH]n1	-1%	u	19%	0%	-5%	i	0.8%	-4%	i	i	u
CCOC(=O)c1c(C2CC2)csc1NC(C)=O	-2%	i	u	-2%	2%	i	-0.4%	-1%	i	i	-10%
COc1ccc(NC(=O)CN(c2cc(C)cc(C)c2)S(=O)(=O)c2c(C)noc2C)cc1	-2%	x	-2%	1%	9%	x	0.2%	-1%	x	x	u
O=C(O)CCCN1CCCCC1	-2%[9.22 µM]	i	3%[7.6 µM]	2%[11.4 µM]	-3%[9.17 µM]	i	1.6%[9.22 µM]	0%[11 µM]	i	i	4%[11.5 µM]
COc1cc2[nH]c(=O)n(CCCCCC(=O)NCCCN3CCCC3=O)c(=O)c2cc1OC	-4%	i	-2%	2%	-7%	u	-1.4%	-5%	i	i	-1%
CCOC(=O)CSc1nc2ccccc2n2cnnc12	8%	u	11%	1%	-6%	i	-0.2%	-2%	i	i	-29%
O=C(C1CC1c1ccccc1)N1CCOCC1 (stereo unspecified)	-2%	x	u	4%	-11%[9.17 µM]	x	-0.5%[0.0738 µM]	5%[11 µM]	x	x	-18%
CCn1c(CCCc2nc3c([nH]2)c(=O)n(C)c(=O)n3C)nc2c1c(=O)n(C)c(=O)n2C	6%[9.22 µM]	u	18%[7.6 µM]	4%[11.4 µM]	-6%[9.17 µM]	i	1.7%[9.22 µM]	1%[11 µM]	i	u	23%[11.5 µM]
COc1ccccc1CNC(=O)c1ccc(NS(=O)(=O)c2c(C)noc2C)cc1	1%	i	-13%	0%	-4%	i	0.9%	2%	i	i	10%
CCC(=O)c1ccc(N2CCN(C(=O)Cc3ccccc3)CC2)c(F)c1	6%	i	-12%	-2%	-3%	i	0.1%	0%	i	i	-31%
CCNc1ncc2nc(C)c(=O)n(Cc3cccc(OC)c3)c2n1	-5%[9.22 µM]	i	10µM*	0%[11.4 µM]	6%	3.7e-08M*	1.1%	-1%	3e-08M*	i	u
CN(C)c1ccnc(-c2cccc(NS(C)(=O)=O)c2)n1	0%[9.22 µM]	i	u	-2%[2.29 µM]	-6%	i	-0.1%	3%	i	i	-11%
CCN1CCc2nc(N)oc2CC1	-2%	u	-1%	-2%	12%	u	0.6%	0%	u	u	16%
O=S(=O)(c1ccccc1)N1CCC2(CCN(c3ccc(-c4ccccc4)cc3)CC2)CC1	0%[9.22 µM]	i	-5%	0%[11.4 µM]	8%	i	-0.1%	0%	i	i	-6%
CCSc1cnc(-c2ccccc2)n1CC	-2%	i	8%	0%	-8%	i	2.3%	-7%	i	i	-11%
O=S(=O)(c1cccc(-c2cn3cccnc3n2)c1)N1CCOCC1	0%	i	u	2%	2%	3.2e-06M*	0.0%[57.5 µM]	-5%	2.3e-06M*	i	-4%
O=C(Nc1ccc2c(c1)OCO2)C1CCN(Cc2cnn(-c3ccccc3)c2-n2cccc2)CC1	0%	u	u	-1%	5%	i	-1.4%	-11%	i	i	-3%
CCN(Cc1ccccc1)S(=O)(=O)c1ccc(C(=O)Nc2nnc(C3CC3)o2)cc1	-3%	x	-19%	-1%	4%	x	-0.1%	u	x	x	-26%
O=C(Cn1nc(-c2ccc(Cl)cc2)ccc1=O)NCC1CCCO1 (stereo unspecified)	0%	x	-8%	3%	3%	x	1.8%	-4%	x	x	-14%
Cc1ccc(-n2c(SCC(=O)N3CCCC3)nc3c(c2=O)SCC3)cc1	4%	i	8%	0%	0%	i	-0.7%	-4%	i	i	18%
CN1/C(=C\C(=O)COC(=O)CN2C(=O)C3CC=CCC3C2=O)C(C)(C)c2ccccc21 (stereo unspecified)	0%	i	8%	-2%	4%	6.8e-08M*	-0.4%[57.5 µM]	-1%	7.1e-08M*	i	12%
CCc1ccc(NC(=O)CNS(=O)(=O)c2c(C)noc2C)cc1	-1%	i	-24%	-3%	11%	i	-2.6%	1%	i	i	9%
Cc1sc2nc3ccc(N4CCCC4)nn3c(=O)c2c1C	x	x	13%	u	0%	x	-1.7%	1%[2.3 µM]	x	x	-26%
CC(C)(C#N)N([O-])C=C[N+](=O)C(C)(C)C#N	-2%	x	u	-5%	-1%[9.17 µM]	x	0.4%[0.0738 µM]	-8%[11 µM]	x	x	9%
Cc1ccc(C(=O)CSc2nc(C)cc(SCc3nnc(-c4ccccc4)o3)n2)cc1	1%	i	2%	0%	7%	i	x	2%	i	i	-5%
N#C[C@H]1CN[C@H](N)N[C@@H]1N	0%[9.22 µM]	u	u	2%[11.4 µM]	1%[9.17 µM]	i	0.4%[9.22 µM]	1%[11 µM]	i	i	-12%[11.5 µM]
COC(=O)c1c(NC(=O)CN2CCC(C)CC2)c2c(C)cccc2n1C	0%	i	-6%	4%	0%	u	8.0%[0.369 µM]	-2%	i	i	5%
Cn1c(C(=O)OCC(=O)NCCc2ccccc2)cc2sccc21	1%	u	-5%	0%	-2%	i	x	2%	i	i	-9%
Nc1ncnc2nc(Sc3ccc(Cl)cc3)[nH]c12	-5%	u	-4%	0%	-8%	i	-2.2%	1%	i	i	-14%
COc1ccc(OC)c(CCNC(=O)C2CCN(c3nnc(-n4cccc4)s3)CC2)c1	0%	x	-16%	-1%	0%	x	-0.7%	-10%	x	x	-13%
COc1ccc(C(=O)N(CCCO)Cc2cc3c(C)ccc(C)c3[nH]c2=O)cc1OC	-1%	i	8%	1%	3%	u	x	1%	u	i	16%
Cc1occc1C(=O)NCc1cccc(CNC(=O)c2ccoc2C)c1	-2%	i	-10%	0%	-2%	i	0.3%	-2%	i	i	-13%
N#Cc1cccc(-c2nc(NCCN3CCOCC3)c3ccccc3n2)c1	2%[9.22 µM]	i	10µM*	0%[2.29 µM]	8%	i	-1.5%	-4%	i	i	u
CCOC(=O)CSc1nc(N)c(C#N)c(-c2cccs2)c1C#N	3%	x	u	1%	-5%	x	-3.5%	-1%	x	x	1%
CCOC(=O)C(Cc1cc(C(C)=O)ccc1OCC)C(=O)OCC	0%	i	4%	0%	0%	i	1.6%	0%	i	i	-10%
CCNc1nc(C)cc(COC)c1C#N	-4%	x	21%	0%	-12%	x	-0.2%	-3%	x	x	-13%
CCC1(C)Cc2c(sc3c2c(=O)n(C)c2nnc(SCc4ccc5c(c4)OCO5)n32)CO1 (stereo unspecified)	-5%[20.6 µM]	i	x	3%[25.5 µM]	x	i	x	x	i	i	x
COc1ccc2[nH]cc(CCNc3cc(-c4ccccc4CN(C)C)ncn3)c2c1	-3%[9.22 µM]	i	0%	2%[2.29 µM]	-4%	i	-1.5%	-16%	i	i	u
O=C(O)c1cc(-c2ccco2)[nH]n1	1%	i	0%	1%	-1%	i	-0.1%[57.5 µM]	-3%	i	u	1%
COc1ccc(NC(=O)C2CCCN(S(=O)(=O)c3cccnc3)C2)c(OC)c1 (stereo unspecified)	x	x	6%	0%	-3%	x	-1.7%	-6%[2.3 µM]	x	x	3%
CCOC(=O)c1sc(NC(=O)CSc2nnc(Cc3ccccc3)o2)c(C#N)c1C	5%	i	2%	-3%	-1%	i	-4.2%	-8%	i	u	-5%
CN1CCN(c2ncc3nc(-c4cc(F)cc(F)c4)c(=O)n(CCC#N)c3n2)CC1	2%[9.22 µM]	i	u	0%[11.4 µM]	-1%	9.4e-08M*	-0.1%	0%	8.6e-08M*	i	-23%
Cc1ccc2cc(CN(Cc3ccco3)C(=O)C3CCCCC3)c(=O)[nH]c2c1C	1%	i	-6%	3%	1%	i	x	7%	i	i	10%
Cc1nc(N2CCOCC2)c2nc(-c3ccccc3)n(C(C)CN(C)C)c2n1 (stereo unspecified)	x	x	-4%	x	10%	x	-0.1%	-5%	x	x	-14%
CCN1C(=O)CC(N2CCC(Nc3ccc(F)cc3)CC2)C1=O (stereo unspecified)	3%	u	-12%	3%	9%	u	9.9%	-14%	u	i	u
OC(CN1CCN(c2cccc(C(F)(F)F)c2)CC1)c1c[nH]c2ccccc12 (stereo unspecified)	6%	i	u	1%	14%	u	-0.5%[1.84 µM]	-5%	u	i	u
COc1ccccc1-n1c(CNc2c(C)cccc2C)nnc1SCC(=O)N1CCOCC1	2%	i	4%	1%	3%	i	-0.2%[57.5 µM]	-3%	i	i	-5%
COc1ccc2c(c1)CCc1cc(C(=O)N3CCN(c4ccc(N5CCOCC5)nn4)CC3)sc1-2	x	x	u	u	-18%	x	-0.6%	-5%[2.3 µM]	x	x	-5%
O=C(NCN1C(=O)C2C3C=CC(C3)C2C1=O)OC1CCCCC1 (stereo unspecified)	-1%	i	-11%	5%	-10%	i	-2.3%	0%	i	i	-2%

This is a subset, so the mix of outcomes need not match the whole.
